Assay outcomes as filed in PubChem.
miR122 inh = inhibitors of miR-122 in Huh7 cells. activation (reporter increase), % at 12.5 µM. 0.3% of 340,000 active. Huh7 miR-122 Renilla luciferase sensor, 48 h; neutral wells = 0, positive control = 100. AID 602342;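 active means mean replicate activation score at least 90 and every replicate individually at or above 90; inconclusive means only one of the two criteria met; inactive means neither criterion met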;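 further: higher luciferase means less miR-122 activity so hits act as miR-122 inhibitors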
CFTR F508del cor = correctors of CFTR F508del function in bronchial epithelial cells; CFBE cells, YFP halide quenching; stimulated with forskolin plus potentiator P3; % fluorescence drop versus neutral controls; activity (quench increase), % at 7.58 µM; 0.36% of 350,000 active; AID 720511;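 active means mean added fluorescence quench of at least 8% versus neutral control, with both replicates also reaching 8%; inconclusive means only one of the mean or replicate conditions met; inactive means mean below 8% and not both replicates reaching 8%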;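 further: cells transiently co-express mutant CFTR-F508del with the halide-sensitive YFP; corrector assay measuring rescue of mutant channel to the surface after 24 h compound exposure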
DENV2 CPE rescue = inhibitors of DENV2 cytopathic effect | DENV2-infected cells, cytopathic effect rescue, plate reader | CPE inhibition, % at 9.99 µM | 1.7% of 350,000 active; in the data active means CPE inhibition above about 20%, passing the limit was not always enough; inconclusive means no clear call, values can overlap the other calls; tested in BHK-21 cells;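 further: 0% = median of neutral control wells and 100% = median of positive control wells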
EWS-Fli block = inhibitors of EWS/Fli oncoprotein transcriptional activity | A673 NR0B1-luciferase reporter, viability-normalised | inhibition, % at 12.6 µM | 0.67% of 350,000 active;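 active means mean inhibition of at least 50% after viability correction, with every replicate also passing that limit; inconclusive means mean reaches 50% but only one of two replicates passes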;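 further: firefly luciferase signal divided by Alamar Blue viability fluorescence both relative to DMSO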
PAX8 reporter = lowers PAX8-driven luciferase in RMG-I cells; RMG-I TPO-luciferase reporter, SteadyGlo, 24 h; inhibition, % at 12.6 µM; 1.2% of 360,000 active;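 active means mean replicate inhibition at least 60% with every replicate also reaching 60%; inconclusive means only one of the two criteria is met; inactive means mean below 60% and not all replicates reaching 60%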;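 further: luciferase light reporting Pax8 driven TPO promoter activity; plate controls were median of neutral control wells for no effect and mitoxantrone controls for full effect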
GSIS activator = primary screen for activators of insulin secretion dependent on glucose, INS-1E cells, GLuc reporter luminescence | AID 743287 | 0.61% of 370,000 active | activation, % at 16.6 µM | INS-1E GLuc reporter insulin secretion, 2-3 h;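 active means lowest replicate activation of at least 40%, so every replicate reaches that level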;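 further: 0% = median of neutral control wells and 100% = median of IBMX positive control wells; some compounds called inactive have numbers as strong as hits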
FN deposit inh = fibronectin deposition inhibition; AH1F fibroblasts, Alexa488-fibronectin deposition fluorescence, overnight; inhibition, % at 12.6 µM; 0.086% of 350,000 active;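 active means mean inhibition across replicates of 30% or more, regardless of how many single replicates reach that level; inconclusive means mean under 30% yet at least half of replicates reach 30%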;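 further: positive control wells lacked labelled fibronectin entirely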
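test system = AH1F fibroblasts assembling fluorescent fibronectin matrix | quantity = 10000 AH1F cells per well | buffer or medium = DMEM plus 2% serum, read in PBS | doses = single dose, pinned | incubation = 1 h cell attachment, overnight exposure to compound and label | detection = fluorescence at 485 nm excitation, 525 nm emission | read-out basis = inhibition from reduced deposited-fibronectin fluorescence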
* hit, by the source's call; ? = inconclusive; · = not tested or not shown; [ ] = dose if it differs, or a comment. Compounds as they come; about 3.9% have a hit in one of these screens.

SMILES	miR122 inh	CFTR F508del cor	DENV2 CPE rescue	EWS-Fli block	PAX8 reporter	GSIS activator	FN deposit inh
N#Cc1cc2c(=O)n3ccccc3nc2n(-c2ccccc2Cl)c1=O	-19	-0.8	1	29	29	13	3
Cn1cc(S(=O)(=O)N2CCN(c3ccccc3F)CC2)c(=O)n(C)c1=O	·	-1.8	-2	-9	-22	-14	-1
CCS(=O)(=O)N(C)C[C@@H]1N[C@H](CO)[C@@H]1c1ccc(C#CC2CCCC2)cc1	·	0.6	-2	-15	·	9	-5
COc1ccccc1CC(=O)Nc1nc(-c2ccc(F)c(F)c2)cs1	·	0.3	15	-33	14	-44	-4
CCOc1cccc(CN2CCN(CCCc3ccccc3)C(CCO)C2)c1O (configuration not stated)	4	2.2	11	3	1	1	0
Cc1ccc(S(=O)(=O)Nc2ccnc(-c3cccnc3)n2)cc1	·	-1.3	4	-4	4	10	3
COc1cc(CNCc2ccccn2)ccc1OCC(N)=O	-6	0.3	9	8	·	13	·
S=C(NCc1ccccc1)N1CCn2cccc2C1c1cccnc1 (configuration not stated)	·	0.2	·	1	22	0	·
CNC(=O)c1csc(-c2ccc(C)cc2)n1	-5	·	·	·	-61	·	-2
CCCN(C(=O)COC(=O)CCOc1ccccc1C)c1c(N)n(Cc2ccccc2)c(=O)[nH]c1=O	-5	0.0	-6	·	-9	-6	·
O=C(Nc1ccccc1Cl)Nc1ccccc1Cl	0	-5.6	-2	-26	-32	33	14
S=C(NNc1ccnc2cc(Cl)ccc12)Nc1ccccc1Cl	·	·	·	·	12	-28	-4
CC1CN(C(=O)N2CCOCC2)CCN1C(=O)N1CCOCC1 (configuration not stated)	-3	2.0	·	7	-10	-1	-2
CCN(Cc1ccncc1)Cc1cn(C)nc1-c1ccc(Oc2ccccc2)cc1	·	1.7	4	7	13	-5	-2
CCOc1ccc(-n2cc(-c3ccccc3)c3c(SC(C)C(=O)OC)ncnc32)cc1 (configuration not stated)	-2	·	-1	6	16	5	4
CC(/C=N/NC(=O)c1cnccn1)=C\c1ccco1	-11	-1.9	0	-72	-39	4	1
Cc1ccc(C(=O)N2CCCC(CCC(=O)N3CCN(c4ccccn4)CC3)C2)cc1C (configuration not stated)	3	2.2	-10	·	20	-8	2
NC(=O)c1cc2ccccc2o/c1=N\NC(=O)c1ccncc1	·	4.5	?	-10	9	3	7
CCOCC(=O)Nc1nc(C)cc(C)n1	·	-1.8	-5	7	-6	-6	1
COc1ccccc1C(=O)C1CCCN(C(=O)c2cnn(C(C)C)c2)C1 (configuration not stated)	0	-1.3	14	·	4	4	-3
CC(C)NC(=O)NCC[C@@H]1CC[C@H](NC(=O)CCN2CCCCC2)[C@H](CO)O1	·	-1.0	15	·	·	7	-7
C[C@H](C(=O)NCc1ccccc1)C(=O)c1ccccc1	-1	0.1	7	·	5	8	·
CCOc1cccc(CNCc2ccc(C(=O)O)cc2)c1	-6	-0.9	-3	0	-7	-8	-1
CCC1CCc2sc(C(=O)NC3CCN(Cc4ccccc4)CC3)cc2C1 (configuration not stated)	-2	3.1	-5	26	30	-19	-8
O=C1CN(Cc2ccccc2)C[C@@H]2[C@H](c3ccc(-c4cccnc4)cc3)[C@@H](CO)N12	·	0.4	6	7	·	9	·
O=C(COC(=O)c1c2c(nc3ccccc13)/C(=C\c1ccco1)CC2)NC1CCCC1	-2	0.6	-5	3	13	-12	-5
CCCCn1c(N)c(N(Cc2ccccc2OC)C(=O)CCC(C)C)c(=O)[nH]c1=O	·	-3.4	-1	1	-14	-2	-1
N/C(=N\NC(=O)c1cccs1)c1cc2ccccc2oc1=O	-7	-0.2	13	-7	12	-11	-3
COC(=O)C[C@@H]1CC[C@H]2[C@@H](COc3ccc(NC(=O)Nc4cccc(C)c4)cc3C(=O)N2C)O1	-4[16.7 µM]	2.1	8	-14	5	1	-23
Cc1coc2c1c(C)cc1oc(=O)c(CC(=O)NCCCN3CCCC3=O)c(C)c12	-6	1.9	-4	-5	·	-2	·
CC(=O)Nc1ccc(S(=O)(=O)n2nc(-c3ccc(C)cc3)nc2N)cc1	-2	·	·	·	1	·	1
CC(Nc1nc(-c2ccc(F)cc2)cs1)c1nc2cc(Cl)c(N3CCCCC3)cc2n1CCCO (configuration not stated)	-3	-3.4	·	2	35	8	2
Cc1ccnc2nc(C(=O)Nc3ccc(S(=O)(=O)N4CCCC4)cc3)nn12	-4	-2.6	6	-7	1	23	-1
Cc1cc(C)c(OCC(=O)OCC(=O)N2CCCc3ccccc32)c(C)c1	·	-3.6	?	1	5	11	-2
COc1ccc(C(=O)NC2CCN(S(=O)(=O)c3ccccc3)CC2)cc1	-4	-2.2	-4	12	-34	2	-8
O=C(COc1ccc([N+](=O)[O-])cc1)Nc1cccc2nsnc12	-2	2.2	?	-5	-1	-7	-9
Nc1ccn(CC(=O)NCc2ccc3[nH]ccc3c2)c(=O)n1	4	-0.7	-3	-1	-5	15	3
O=C(OCC(=O)N1CCCC1)c1ccc(OC(F)(F)F)cc1	·	-1.8	2	14	12	3	6
CCOc1cc(/C=N\NC(=O)C2C(=O)NCC2c2ccccc2)ccc1OC (configuration not stated)	-2	·	·	·	-16	26	3
CN1c2ccc(C#Cc3cccnc3)cc2[C@H]2[C@H](CCN2S(=O)(=O)c2cccc(F)c2)[C@H]1CO	-7[16.7 µM]	1.7	-4	12	12	8	6
COCC(=O)Nc1ccc2c(c1)C(=O)N(C)[C@H]1CC[C@@H](CC(=O)O)O[C@H]1CO2	262*[16.7 µM]	1.3	-15	8	14	-2	10
Cc1cc(C)n(/N=C/c2ccco2)c(=O)c1C#N	·	-1.3	5	-10	0	-3	·
CCn1c(CN2CCOCC2)nnc1SCC(=O)Nc1cccc(C)c1	-2	2.5	?	-8	8	-7	0
Cc1nc2ccc(S(=O)(=O)NC(C(=O)N3CCCC3)C(C)C)cc2s1 (configuration not stated)	0	0.1	8	16	2	-16	-7
COc1ccccc1-c1noc2c1C(=O)N(Cc1cn(Cc3ccccc3)nn1)CC2	3	-2.4	56*	5	7	3	15
CCCNC(=O)[C@@H]1[C@@H](CO)[C@@H]2Cn3c(ccc(-c4ccccc4)c3=O)[C@@H]2N1C(=O)C1CC1	·	1.1	8	-3	·	-4	·
CCN(c1ccc(NC(=O)COC(=O)C(C)N=C2NS(=O)(=O)c3ccccc32)cc1)C(C)C (configuration not stated)	-7	-1.5	18	-7	-8	-16	2
CCCNC(=O)[C@@H]1[C@@H](CO)[C@@H]2Cn3c(ccc(-c4cccc(OC)c4)c3=O)[C@@H]2N1Cc1nccs1	·	-1.7	-5	-7	19	0	·
COC(=O)/C(C#N)=C/c1c(N2CCCCCC2)nc2c(C)cccn2c1=O	-1	-1.1	12	4	7	-11	-10
O=C(C1CCCC1)N1CCCCN2[C@H](C1)[C@@H](c1ccc(-c3cccc(F)c3)cc1)[C@@H]2CO	-28[16.7 µM]	-4.9	0	-1	-11	·	·
The list continues:
SMILES	miR122 inh	CFTR F508del cor	DENV2 CPE rescue	EWS-Fli block	PAX8 reporter	GSIS activator	FN deposit inh
Cc1cc(=O)n2cn[nH]c2n1	·	3.1	12	2	18	16	8
CC(=O)c1ccc(NC(=O)c2cc(Cl)nc3ccccc23)cc1	·	0.8	-8	1	-11	8	-8
COC(=O)Nc1ccc(S(=O)(=O)N2CCCc3cccc(O)c32)cc1	·	4.9	3	42	24	21	13
Cc1ccc(S(=O)(=O)N(C)C[C@@H]2Oc3ccc(NC(=O)Nc4ccc5c(c4)OCO5)cc3C(=O)N([C@@H](C)CO)C[C@@H]2C)cc1	-9[16.7 µM]	-2.4	?	11	0	5	·
CS(=O)(=O)c1ccc2nc(NC(=O)c3ccc(Cl)cc3)sc2c1	·	2.1	-2	-24	-33	-10	3
CC(C)CNC(=O)COC(=O)CNC(=O)c1cc(Cl)cc([N+](=O)[O-])c1	-5	2.5	-8	-1	22	·	6
O=C(NCc1nnc2c(C(F)(F)F)cc(Cl)cn12)c1ccco1	10	-2.8	9	-1	0	-8	2
CC(C)(C)c1ccc(OCCC(=O)Nc2cccc(S(=O)(=O)N3CCOCC3)c2)cc1	·	3.4	-1	18	16	-41	·
CCCNC(=O)C[C@H]1CC[C@H]2[C@@H](COC[C@H](O)CN2Cc2cccc(F)c2)O1	-7[16.7 µM]	2.3	-8	-2	-27	-6	-1
O=C(N[C@H]1CC[C@H](CCNS(=O)(=O)c2ccccc2)O[C@H]1CO)c1cnccn1	·	-0.5	-1	-2	2	-8	·
Cc1cccc(C)c1N1C(=O)C2ON(c3ccccc3)C(c3ccncc3)C2C1=O (configuration not stated)	-5	·	·	·	·	-25	9
Cc1cccc(NC(=O)N2CCC(n3nnc4cc(C)ccc43)CC2)c1	-2	-3.7	·	-6	-4	8	1
CC(C)NC(=O)N[C@H]1CC[C@H](CCNS(=O)(=O)c2ccc(Cl)cc2)O[C@@H]1CO	·	-1.2	-1	-1	-6	-3	·
O=S1(=O)N=C2CCCCCN2C(c2ccccc2)N1 (configuration not stated)	·	-2.9	·	-4	2	11	-4
CC(C(=O)O)N(c1ccccc1Cl)S(C)(=O)=O (configuration not stated)	·	-0.1	2	1	3	·	4
Cc1ccc(C(=O)Nc2sc(Cc3ccc4c(c3)OCO4)c(C)c2C(N)=O)cc1	5	-2.1	-7	-10	-12	·	5
O=S1(=O)N[C@@H](Cc2ccccc2)COc2cccc(N3CCN(Cc4ccccc4F)CC3)c21	·	-1.0	-4	13	12	-12	9
COc1ccc2c3c(n(C)c2c1)[C@@H](CO)N(C(=O)c1ccccc1)CC31CCN(C(=O)c2ccccc2)CC1	·	-4.9	-12	-6	-21	-7	10
O=C(CN1C(=O)NC2(CCOc3ccccc32)C1=O)c1cccs1 (configuration not stated)	-1	0.6	6	9	·	·	0
COCC(=O)Nc1nnc(SCC(=O)N2C(C)CCCC2C)s1 (configuration not stated)	-4	-1.0	-1	4	-16	-17	-1
CO[C@@H]1CN(C)C(=O)c2ccc(NC(=O)C3CC3)cc2OC[C@@H](C)N(C(=O)C2CCOCC2)C[C@H]1C	1[16.7 µM]	-0.5	18	2	5	4	8
O=C(COc1ccc(-n2cnnn2)cc1)Nc1ccc(F)c(Cl)c1	·	-3.1	-7	2	·	15	-2
O=S(=O)(N[C@@H]1CC[C@H](CCn2cc(C3CC3)nn2)O[C@H]1CO)c1ccc(Cl)cc1	·	-2.6	0	-4	-2	1	-13
Cc1ccnc(N2CCC(C(=O)Nc3ccc4c(c3)OCCO4)CC2)n1	·	-0.7	-3	-2	-13	-7	-4
O=C(Nc1nnc(-c2ccncc2)o1)c1ccc2ccccc2c1	·	-4.7	0	0	·	·	-3
COc1cccc(CNC(=O)c2cccc(NC3=NC4CS(=O)(=O)CC4S3)c2)c1 (configuration not stated)	·	-0.2	13	0	5	19	0

Profiles, looked up by structure. Order of values: miR122 inh | CFTR F508del cor | DENV2 CPE rescue | EWS-Fli block | PAX8 reporter | GSIS activator | FN deposit inh
CO[C@@H]1CN(C)C(=O)c2ccc(NC(=O)C3CC3)cc2OC[C@@H](C)N(C(=O)C2CCOCC2)C[C@H]1C is listed with 1[16.7 µM] | -0.5 | 18 | 2 | 5 | 4 | 8
O=S(=O)(N[C@@H]1CC[C@H](CCn2cc(C3CC3)nn2)O[C@H]1CO)c1ccc(Cl)cc1 is listed with · | -2.6 | 0 | -4 | -2 | 1 | -13
COc1cccc(CNC(=O)c2cccc(NC3=NC4CS(=O)(=O)CC4S3)c2)c1 (configuration not stated) is listed with · | -0.2 | 13 | 0 | 5 | 19 | 0
O=C(Nc1nnc(-c2ccncc2)o1)c1ccc2ccccc2c1 is listed with · | -4.7 | 0 | 0 | · | · | -3
O=C(COc1ccc(-n2cnnn2)cc1)Nc1ccc(F)c(Cl)c1 is listed with · | -3.1 | -7 | 2 | · | 15 | -2
